Screening data from PubChem BioAssay.
HCMV inh: inhibitors of human cytomegalovirus; activity change, negative = inhibition, % at 57.5 µM; 410,000 tested, 4.5% active; HFF cells, HCMV-luciferase reporter, 72 h; hits give low values; in the data active = activity change below about -60%; inconclusive = no clear call, values can overlap the other calls; inactive = above about -39%
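Luciferase read-out from HCMV-luciferase-infected HFFs (MOI 1 PFU/cell) 72 h post infection at 37C; compounds added after 16 h cell attachment; activity normalized between buffer-only basal and Salinomycin (10uM) inhibitor controls.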
Sm TGR inh: inhibitors of Schistosoma mansoni thioredoxin glutathione reductase | purified TGR, DTNB reduction, TNB absorbance 405 nm | Q962Y6 | Potency, µM (doses to about 114 µM), for inactives: top-dose activity change, negative = inhibition, usual class: inhibitors | 360,000 tested, 3% active; also: potency is read from the fitted curve at half-maximal effect; nearly all actives have a fitted effect of over 60% in size
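First, TGR (20 nM dispensed) and NADPH were mixed with compound. Second, a 15 min room-temperature incubation followed. Third, further NADPH and then DTNB were added to start the reaction. Finally, TNB absorbance was monitored kinetically.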
AMA1 RON2 block: AMA1-RON2 (P. falciparum) interaction inhibition; AlphaScreen AMA1-biotinylated RON2 peptide binding; Potency, µM (series often up to 58.2 µM), for inactives: at the highest dose activity change, negative = inhibition, most hits filed as inhibitors; 360,000 tested, 0.2% active; AID 720542;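 also: potency is read from the fitted curve at half-maximal effect; 0% = vehicle wells and -100% = peptide control; nearly all actives have a fitted effect of over 45% in size; some results filed as inactive show a strong effect at the top dose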
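AMA1 (3D7) with his tag at 25 nM final met compounds first, then biotinylated RON2 peptide at 25 nM; detection used donor plus acceptor beads, 10 µg/mL apiece, read by AlphaScreen after 30 min at room temperature.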
AmpC detergent: inhibitors of E. coli AmpC beta-lactamase with detergent; P00811; AmpC hydrolysis of nitrocefin, absorbance 480 nm, 0.01% Triton; AID 485294; 370,000 tested, 0.041% active; Potency, µM (titrated, usually from 114 µM), for inactives: at the top dose activity change, negative = inhibition, hits mostly inhibitors;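 also: potency is read from the fitted curve at half-maximal effect; 0% = no-compound wells and -100% = no-enzyme wells; nearly all actives have a fitted effect of over 25% in size; some results filed as inactive show a strong effect at the top dose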
Target sequence (P00811 whole entry, looked up): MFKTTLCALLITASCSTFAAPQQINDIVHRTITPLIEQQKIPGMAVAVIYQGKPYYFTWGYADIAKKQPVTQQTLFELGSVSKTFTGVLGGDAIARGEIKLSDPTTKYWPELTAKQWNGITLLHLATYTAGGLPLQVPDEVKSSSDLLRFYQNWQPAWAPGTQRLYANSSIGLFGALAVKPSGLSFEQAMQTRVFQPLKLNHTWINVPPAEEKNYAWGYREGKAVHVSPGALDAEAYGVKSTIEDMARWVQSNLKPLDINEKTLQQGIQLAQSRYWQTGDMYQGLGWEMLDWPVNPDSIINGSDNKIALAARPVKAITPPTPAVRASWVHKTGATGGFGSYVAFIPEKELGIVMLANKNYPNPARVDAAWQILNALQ
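AmpC (5.3 nM in the dispensed reagent) in 20 mM phosphate pH 7.0 with 0.01% (detergent screen) or 0.0001% Triton X-100 was preincubated with compounds for 15 min at room temperature. Nitrocefin was then added from an 800 uM solution, and hydrolysis was followed at 480 nm.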
LmPK inh: blocks Leishmania mexicana pyruvate kinase activity. Q27686. purified LmPK, Kinase-Glo ATP luminescence, 1 h. Potency, µM (highest dose often 57.5 µM), without a hit: at the highest dose activity change, negative = inhibition, hits mostly inhibitors. 290,000 tested, 0.37% active; also: potency is read from the fitted curve at half-maximal effect
Target sequence (Q27686 whole entry, looked up): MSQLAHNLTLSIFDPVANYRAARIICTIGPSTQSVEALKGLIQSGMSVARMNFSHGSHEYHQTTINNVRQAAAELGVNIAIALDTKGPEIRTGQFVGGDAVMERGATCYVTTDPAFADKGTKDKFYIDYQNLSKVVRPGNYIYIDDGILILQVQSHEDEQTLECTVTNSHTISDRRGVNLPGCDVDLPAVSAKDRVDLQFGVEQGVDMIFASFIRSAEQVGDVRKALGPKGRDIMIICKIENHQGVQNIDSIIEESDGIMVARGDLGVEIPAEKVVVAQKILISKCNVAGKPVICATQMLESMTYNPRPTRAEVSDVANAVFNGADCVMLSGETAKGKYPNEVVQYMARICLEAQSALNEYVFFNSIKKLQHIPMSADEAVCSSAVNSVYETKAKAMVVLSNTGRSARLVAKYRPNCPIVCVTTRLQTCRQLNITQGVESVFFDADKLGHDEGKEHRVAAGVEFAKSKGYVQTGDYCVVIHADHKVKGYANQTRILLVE
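In 50 mM imidazole pH 7.2 with 7 mM MgCl2, LmPK (0.1 nM) turned over PEP (0.5 mM) and ADP (0.1 mM) for 1 h at room temperature. Luciferase read-out of ATP.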
AmpC inh no detg: blocks E. coli AmpC beta-lactamase in detergent-free assay. 330,000 tested, 0.52% active. AmpC nitrocefin hydrolysis, absorbance 480 nm, 0.0001% Triton. Potency, µM (top dose mostly 57.1 µM), without a hit: at the highest dose activity change, negative = inhibition, hits mostly inhibitors. P00811. AID 485341;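 also: potency is read from the fitted curve at half-maximal effect; plate controls were no compound for no effect and no enzyme for full effect; nearly all actives have a fitted effect of over 20% in size; some results filed as inactive show a strong effect at the top dose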
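AmpC (5.3 nM in the dispensed reagent) in 20 mM phosphate pH 7.0 with 0.01% (detergent screen) or 0.0001% Triton X-100 was preincubated with compounds for 15 min at room temperature. Nitrocefin was then added from an 800 uM solution, and hydrolysis was followed at 480 nm.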
TbPYK inhibitor: T. brucei pyruvate kinase inhibition. 410,000 tested, 0.12% active. TbPYK enzyme, Kinase-Glo Plus ATP luminescence, 45 min. AID 624173. Q57TT1. Potency, µM (highest dose often 76.8 µM), for the others: at the highest dose activity, negative = inhibition, actives largely listed as inhibitors; also: potency is read from the fitted curve at half-maximal effect; nearly all actives have a fitted effect of over 50% in size
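T. brucei PYK with substrate was exposed to pin-transferred compounds across a concentration series, then started with 130 uM ADP (final). After 45 min at room temperature, Kinase-Glo Plus luminescence was read, normalized and curve-fitted.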
Active calls of the source: *; ? = inconclusive; / = no result given; [ ] = another dose, or the depositor's remark. Unless noted, calls follow the shape of the dose curve; as a rule, active = well fitted curve in the direction sought with a large enough effect; inconclusive = small, poorly fitted or top-dose-only effect, or another doubt; inactive = no such curve, though single readings can be large; an effect the other way counts as inactive or inconclusive. Unless noted, % is scaled to controls: 0 for no effect and ±100 for the full control effect.

[1] CCOc1ccc(N2CC(NC(=O)C(=O)c3c[nH]c4ccccc34)CC2=O)cc1 (stereo unspecified)
[2] C/C(=N\NC(=O)COc1ccc(C(C)(C)C)cc1)c1ccc(-n2ccnc2)cc1
[3] COc1ccc(CC(=O)Nc2cc(S(=O)(=O)N3CCOCC3)ccc2N2CCOCC2)cc1
[4] CC1CCc2sc3ncnc(N4CCN(C)CC4)c3c2C1 (stereo unspecified)
[5] COc1cnn(-c2cccc(C)c2)c(=O)c1Cl
[6] COc1ccccc1N/C(N)=N/c1nc(CSc2nc3ccccc3s2)cc(=O)[nH]1
[7] Cc1cc(C)cc(C(O)c2ncc(-c3cccc(F)c3)[nH]2)c1 (stereo unspecified)
[8] O=C(N/N=C\c1c(O)ccc2ccccc12)c1ccc(O)cc1
[9] Nc1nc(-c2ccco2)nn1C(=O)c1ccccc1Cl
[10] c1ccc(Nc2nc(N3CCOCC3)c3ccccc3n2)cc1
Assay by compound | 1 | 2 | 3 | 4 | 5 | 6 | 7 | 8 | 9 | 10
HCMV inh | 149 | 48 | 15 | -31 | 59 | / | 5 | -98* | -8 | 27
Sm TGR inh | 0% | -1% | -1% | -5% | -23% | -6% | / | -9% | -3% | 0%
AMA1 RON2 block | / | 0%[11.6 µM] | -4% | -9% | 8% | / | -16% | 126%[activator] | -4% | 5%
AmpC detergent | -3% | 1% | -6% | ? | ? | -5% | / | -18% | 7% | ?
LmPK inh | / | 3% | 5% | 0% | 3% | -4% | / | 0% | -8% | 4%
AmpC inh no detg | / | 79%[activator] | 90%[activator] | 149%[activator] | -10% | -12% | / | -55% | -18% | 9%
TbPYK inhibitor | 5% | -12% | 3% | -6% | 7% | / | 1% | 4% | 7% | 3%

Some of these compounds in order of SMILES length, lowest first:
[4] CC1CCc2sc3ncnc(N4CCN(C)CC4)c3c2C1 (stereo unspecified)
[6] COc1ccccc1N/C(N)=N/c1nc(CSc2nc3ccccc3s2)cc(=O)[nH]1
[2] C/C(=N\NC(=O)COc1ccc(C(C)(C)C)cc1)c1ccc(-n2ccnc2)cc1
Assay by compound | 4 | 6 | 2
HCMV inh | -31 | / | 48
Sm TGR inh | -5% | -6% | -1%
AMA1 RON2 block | -9% | / | 0%[11.6 µM]
AmpC detergent | ? | -5% | 1%
LmPK inh | 0% | -4% | 3%
AmpC inh no detg | 149%[activator] | -12% | 79%[activator]
TbPYK inhibitor | -6% | / | -12%

Going on with the list.
[11] COc1ccc(NC(=O)CN2CCOCC2)cc1S(=O)(=O)N1CCCCC1
[12] CC1(C)CC2(CCCN(C(=S)Nc3ccccc3)C2)CCO1 (stereo unspecified)
[13] C=CCSc1nc(N(CC)CC)c2sccc2n1
[14] COc1cccc(/C=N/n2nnnc2N)c1OCC#N
[15] CCCCCCN1C[C@H](n2cc(COC(=O)c3ccccc3)nn2)[C@@H](O)C[C@@H]1c1ccccc1
[16] COc1cc(C(=O)NCCCC2CCCC2)ccc1OC1CCN(C(C)=O)CC1
[17] CCOc1ccc(N2CC(C(=O)Nc3cc(OCC)c(N4CCOCC4)cc3OCC)CC2=O)cc1 (stereo unspecified)
[18] COc1ccc(-n2nc(C(=O)NCC(=O)NCCCN3CCC(C)CC3)c3ccccc3c2=O)cc1Cl
[19] Cc1ccc(-c2csc(Cc3nc(-c4cc5ccccc5oc4=O)cs3)n2)cc1
[20] Brc1ccc2c(c1)OCCOCCOc1cc(Br)ccc1OCCOCCOCCO2
Assay by compound | 11 | 12 | 13 | 14 | 15 | 16 | 17 | 18 | 19 | 20
HCMV inh | 17 | 41 | ? | 11 | -15 | ? | -39 | -28 | -80* | /
Sm TGR inh | 3% | 20% | -4% | / | / | 0% | 0% | -21% | -21% | -6%
AMA1 RON2 block | -13% | -25% | 59%[activator] | -4% | -2% | -9% | -7% | 6% | 12% | 4%
AmpC detergent | 8% | 1% | 3% | / | / | 3% | -14% | 0% | 5% | 1%
LmPK inh | / | -1% | 2% | / | / | 3% | / | 4% | 2% | 2%
AmpC inh no detg | -5% | -4% | -29% | / | / | 164%[activator] | -17% | 30% | -20% | 88%[activator]
TbPYK inhibitor | 2% | -6% | -12% | 4% | 1% | -2% | 0% | -7% | 3% | -5%

[21] COc1ccc(C(=O)c2cccc(C(=O)c3ccc(OC)c(C)c3)c2)cc1C
[22] COc1ccc(/C=N/NC(=O)c2ccccc2O)cc1CN1CCOCC1
[23] CCOC(=O)c1c(C)[nH]c(C(=O)OCC(=O)NC2(C#N)CCCCC2)c1C
[24] COc1ccccc1NS(=O)(=O)c1cc(C(=O)NCCN2CCOCC2)ccc1Cl
[25] O=C(CSc1nc2ccccc2s1)NNC(=S)Nc1ccc(Br)cc1
[26] CC1=C(C)CC(C(=O)Nc2ccc3c(c2)OCO3)C(C(=O)O)C1 (stereo unspecified)
[27] CC(=O)Nc1ccc(C(=O)Nc2cc(C(F)(F)F)ccc2-n2cnc3ccccc32)cc1
[28] C/C(N)=C(/C#N)C(=O)CSc1nnnn1-c1ccc(C)cc1
[29] CCC(C)c1ccccc1N1CC(C(=O)Nc2ccc(C)c(S(=O)(=O)N3CCOCC3)c2)CC1=O (stereo unspecified)
[30] CC(C)(CNS(=O)(=O)c1ccc2c(c1)OCCO2)N1CCOCC1
Assay by compound | 21 | 22 | 23 | 24 | 25 | 26 | 27 | 28 | 29 | 30
HCMV inh | 32 | 44 | ? | 2 | 85 | -11 | 47 | 65 | -15 | 3
Sm TGR inh | -14% | 0% | -13% | 0% | -18% | -2% | 3% | -21% | -4% | 6%
AMA1 RON2 block | 3% | -7% | -1% | 12% | 46%[activator] | 7% | 6% | 0% | 6% | -14%
AmpC detergent | 0% | 0% | 0% | -16% | 4% | -5% | 6% | -7% | -14% | ?
LmPK inh | 1% | -5% | / | 1% | 1% | 5% | 4% | 2% | / | -1%
AmpC inh no detg | -26% | -35% | -20% | 0% | -41% | -3%[2.29 µM] | -13% | -33% | 204%[activator] | -22%
TbPYK inhibitor | 6% | -1% | -2% | -2% | -12% | -23% | 3% | -2% | 1% | -3%

Structures listed so far containing bromine (two):
[20] Brc1ccc2c(c1)OCCOCCOc1cc(Br)ccc1OCCOCCOCCO2
[25] O=C(CSc1nc2ccccc2s1)NNC(=S)Nc1ccc(Br)cc1
Assay by compound | 20 | 25
HCMV inh | / | 85
Sm TGR inh | -6% | -18%
AMA1 RON2 block | 4% | 46%[activator]
AmpC detergent | 1% | 4%
LmPK inh | 2% | 1%
AmpC inh no detg | 88%[activator] | -41%
TbPYK inhibitor | -5% | -12%

(next part)
[31] O=C(c1cccc(S(=O)(=O)N2CCCC2)c1)N1CCN(c2ccccc2F)CC1
[32] COCCNC(=O)c1c(NC(=O)c2cc(=O)c3cc(Cl)ccc3o2)sc2c1CCCC2
[33] CCOc1ccc(N(CC(=O)NCC2CCCO2)C(=O)CCC(=O)Nc2ccccn2)cc1 (stereo unspecified)
[34] CCN1c2ccccc2-c2nc(SCC(=O)NCc3ccccc3)ncc2S1(=O)=O
[35] CCCn1c(SCC(=O)Nc2ccccc2OC)nnc1-c1ccco1
[36] Cc1cc(C)cc(N(CC(=O)NCc2ccccc2)C(=O)CCC(=O)Nc2ccccn2)c1
[37] O=C(NNC1=C(C(=O)C(F)(F)F)CCC1)c1ccccc1Cl
[38] COC(=O)Cc1c(O)ccn(Cc2cccc(C(F)(F)F)c2)c1=O
[39] Cc1ccccc1Cn1c(=O)n(-c2ccccc2)c(=O)c2ccc(C(=O)NCc3ccco3)cc21
[40] COCC(=O)N(Cc1cc2cc(OC)ccc2[nH]c1=O)c1ccc(C)cc1
Assay by compound | 31 | 32 | 33 | 34 | 35 | 36 | 37 | 38 | 39 | 40
HCMV inh | -15 | -12 | 13 | -29 | -30 | 9 | ? | -7 | -12 | -23
Sm TGR inh | -8% | 3% | 4% | 5% | 4% | -8% | 0% | / | -15% | 2%
AMA1 RON2 block | 1% | / | -6% | / | 8% | 7% | -7% | -1% | / | 4%
AmpC detergent | ? | -6% | -9% | 6% | 1% | -2% | -11% | 1% | ? | -14%
LmPK inh | 1% | / | -1% | / | -5% | 2% | 0% | -3% | 2% | 0%
AmpC inh no detg | 59% | / | 0% | / | 12% | 33% | -31% | -4% | -42% | -20%
TbPYK inhibitor | -2% | -1% | 0% | 0% | 0% | 6% | -4% | 1% | / | -3%

[41] COC(=O)c1ccc(NC(=O)C2CC(=O)N(c3ccc(C)cc3)C2)cc1 (stereo unspecified)
[42] Cc1cc(S(=O)(=O)N(Cc2ccccn2)Cc2ccco2)ccc1-n1cnnn1
[43] CCOC(=O)c1c(C)c(-c2ccccc2)n(CC(=O)N2CCN(C)CC2)c1C
[44] COc1cccc(N2CC(C(=O)NNC(=O)c3ccc(Cl)cc3)CC2=O)c1 (stereo unspecified)
[45] Cc1cc(S(=O)(=O)NC2CCCC2)ccc1F
[46] CN1C(=O)C(CC(=O)N2CCN(C(c3ccccc3)c3ccccc3)CC2)N(C)C1=O (stereo unspecified)
[47] COc1ccc(CNC(=S)Nc2ccccc2-c2ccccc2)cc1
[48] COc1ccc(C(=O)N2CCN(C)C(C)C2)cc1OC1CCN(C(C)=O)CC1 (stereo unspecified)
[49] C/C(CCc1ccc2c(c1)OCO2)=N\NC(=O)c1ccc(C)cc1C
[50] Cc1nc2ncccn2c1-c1csc(Nc2ccc(S(N)(=O)=O)cc2)n1
[51] Cc1ccc(NC(=O)N2CCN(c3nnc(C)c4c(C)n(-c5ccc(Cl)cc5)nc34)CC2)c(C)c1
[52] COc1ccc(-c2[nH]ncc2CN(C)C(C)c2ccon2)c(OC)c1 (stereo unspecified)
[53] O=C(Nc1cc(Cl)ccc1Cl)P(=O)(O)c1ccccc1
Assay by compound | 41 | 42 | 43 | 44 | 45 | 46 | 47 | 48 | 49 | 50 | 51 | 52 | 53
HCMV inh | 80 | -1 | 36 | 3 | 8 | 47 | / | -9 | 6 | 5 | -14 | -3 | -16
Sm TGR inh | -9% | 2% | -1% | -23% | 1% | 0% | 3% | -13% | 12% | -39% | -3% | -3% | /
AMA1 RON2 block | -18% | 14% | 3% | 54%[activator] | -6% | -2% | / | 7% | 17% | 25% | / | -5% | -13%
AmpC detergent | ? | -23% | -11% | -3% | ? | ? | -9% | 2% | ? | ? | 2% | ? | /
LmPK inh | 2% | 2% | 9% | 5% | -12% | 5% | 1% | -6% | 2% | 3% | / | -5% | /
AmpC inh no detg | -7% | 4% | 132%[activator] | -11% | -14% | 111%[activator] | -37% | -2% | -27% | -32% | / | -18% | /
TbPYK inhibitor | 0% | -6% | 2% | -13% | 1% | 6% | / | 1% | 4% | 1% | 0% | 3% | 2%
